# HT1080 IDH1KD tx = qHTS for induction of synthetic lethality in tumor cells producing 2HG: qHTS for the HT-1080-IDH1KD cell line | HT-1080 IDH1 knockdown viability, ATP luminescence, 48 h | Potency, µM (titrated, usually from 46.1 µM), for inactives: at the highest dose activity, negative = toxicity, usual class: cytotoxic | hit rate 2% among 360,000;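 further: potency means the concentration at half of the fitted maximal effect; 0% = DMSO wells and -100% = cell-free medium wells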
#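 Luminescent ATP read-out (CellTiter-Glo, 10 min at room temperature) after 48 h compound exposure at 37 °C gave viability of IDH1-knockdown HT-1080 cells. Activity was normalised to DMSO and cell-free wells, then fitted as concentration-response curves.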
# GLP1R ag = qHTS of GLP-1 Receptor Agonists. hit rate 0.007% among 380,000. HEK293 GLP-1R CRE-luciferase, luminescence, 4-6 h; cells express a hypersensitive GLP-1R form. AID 624172, 2012. Potency, µM (top dose mostly 45.6 µM), for the others: at the top dose activation, usual class: activators. Glucagon-like peptide 1 receptor (Homo sapiens), P43220; further: potency means the concentration at half of the fitted maximal effect; % of control where 0% means no effect
# Target sequence (P43220 whole entry, looked up): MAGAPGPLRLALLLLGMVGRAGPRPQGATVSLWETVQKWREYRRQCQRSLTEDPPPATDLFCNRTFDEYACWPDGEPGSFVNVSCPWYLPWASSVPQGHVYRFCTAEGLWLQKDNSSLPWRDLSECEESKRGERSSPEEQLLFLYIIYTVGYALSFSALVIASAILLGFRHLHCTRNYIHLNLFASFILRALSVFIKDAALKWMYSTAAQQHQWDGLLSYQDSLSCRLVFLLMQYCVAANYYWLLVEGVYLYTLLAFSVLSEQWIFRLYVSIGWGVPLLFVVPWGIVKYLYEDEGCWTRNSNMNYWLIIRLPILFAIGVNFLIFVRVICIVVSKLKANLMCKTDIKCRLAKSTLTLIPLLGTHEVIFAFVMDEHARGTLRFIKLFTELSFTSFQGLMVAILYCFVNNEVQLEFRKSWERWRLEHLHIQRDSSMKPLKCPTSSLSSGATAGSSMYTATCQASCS
# SW480 rerep = A quantitative high throughput screen for small molecules that induce DNA re-replication in SW480 colon adenocarcinoma cells; SW480 DNA re-replication, Hoechst DNA content imaging, 48 h; Potency, µM (highest dose often 46.1 µM), inactives show at the highest dose re-replication activation, actives largely listed as activators; hit rate 1.8% among 340,000; further: potency means the concentration at half of the fitted maximal effect; % of control where 0% means no effect; nearly all actives have a fitted effect of over 55% in size
#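 Image-based read-out: total Hoechst fluorescence of nuclei (405 nm excitation, 500-530 nm emission), with hits raising the fraction of high-intensity nuclei. SW480 colon cells incubated 48 hr with compounds at 37 C.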
# KB-3-1 tox = qHTS assay for MDR1-selective chemotherapeutics: Primary screen using the parental adenocarcinoma cell KB-3-1 | KB-3-1 viability, CellTiter-Glo ATP luminescence, 72 h | Potency, µM (series often up to 46.1 µM), without a hit: top-dose activity change, negative = cytotoxic, usual class: cytotoxic | hit rate 1.4% among 400,000 | AID 1347075, 2019; further: potency means the concentration at half of the fitted maximal effect; on the % scale 0 is the no-effect control and ±100 the full control effect; nearly all actives have a fitted effect of over 60% in size
#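 Luminescent ATP read-out (CellTiter-Glo) measures survival of drug-naive KB-3-1 cells after 72 h compound exposure at 37 °C. Titration series was screened from lowest to highest concentration, with DMSO vehicle plates as background controls.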
# KB-V1 cytotox = qHTS assay for MDR1-selective chemotherapeutics: Primary screen using the drug-selected MDR subline cells KB-V1; KB-V1 MDR cells viability, CellTiter-Glo, 72 h; Potency, µM (top dose mostly 46.1 µM), for inactives: at the top dose activity change, negative = cytotoxicity, hits mostly cytotoxic; hit rate 3.4% among 400,000; further: potency means the concentration at half of the fitted maximal effect; on the % scale 0 is the no-effect control and ±100 the full control effect; nearly all actives have a fitted effect of over 60% in size
#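 Compound-treated KB-V1 multidrug-resistant cells, 72 h, 37 degrees C; viability by CellTiter-Glo. Fitted qHTS curves give the values.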
# D3 ag = qHTS of D3 Dopamine Receptor Agonist: qHTS; D3R DiscoveRx beta-arrestin cells, luminescence, 90 min; max activation, %; hit rate 0.58% among 410,000; AID 652048, 2013; in the data active means max activation above about 30%; further: 0% is about no effect; mostly tested at two doses, the higher about 12 µM
# Target sequence (P35462 whole entry, looked up): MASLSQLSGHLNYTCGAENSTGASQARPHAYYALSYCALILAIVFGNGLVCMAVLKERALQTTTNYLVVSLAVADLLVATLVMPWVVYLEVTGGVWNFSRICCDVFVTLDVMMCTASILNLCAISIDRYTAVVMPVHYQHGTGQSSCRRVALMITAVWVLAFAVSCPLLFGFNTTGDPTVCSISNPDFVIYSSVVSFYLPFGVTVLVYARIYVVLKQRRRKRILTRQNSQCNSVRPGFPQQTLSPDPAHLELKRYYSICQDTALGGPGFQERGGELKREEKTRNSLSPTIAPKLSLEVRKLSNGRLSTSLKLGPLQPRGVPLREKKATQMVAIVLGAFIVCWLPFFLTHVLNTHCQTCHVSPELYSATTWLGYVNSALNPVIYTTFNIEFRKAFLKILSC
#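 Cells at 1500/well, incubated overnight, then treated with pinned compounds (dopamine as control) for 90 min at 37 degrees C. DiscoveRx reagent added for 30 - 60 minutes at room temperature; luminescence read.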
# IL-1B inflam inh = qHTS for Inhibitors of Inflammasome Signaling: IL-1-beta AlphaLISA Primary Screen; THP-1 LPS/ATP IL-1B secretion, AlphaLISA, 16 h; stronger effect = lower value; activity change, % at 57.5 µM; hit rate 4.7% among 360,000; in the data active means activity change below about -50%; inconclusive means mostly about -30% to -49%; further: on the % scale 0 is the no-effect control and ±100 the full control effect
#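 Secreted IL-1B measured by AlphaLISA bead assay after 16 h compound exposure of THP-1 cells; compounds (final up to 57.5 uM) added 1 h before LPS (250 ng/mL) and ATP (1.25 mM) stimulation; lower signal means less secretion.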
# HT1080-NT tox = qHTS for induction of synthetic lethality in tumor cells producing 2HG: qHTS for the HT-1080-NT fibrosarcoma cell line; HT-1080-NT fibrosarcoma viability, CellTiter-Glo ATP luminescence, 48 h; Potency, µM (highest dose often 46.1 µM), for inactives: at the highest dose activity, negative = less viability, actives largely listed as cytotoxic; hit rate 1.6% among 360,000; AID 686970, 2013;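 further: NT is the 2HG producing partner of a matched IDH1 knockdown line; potency means the concentration at half of the fitted maximal effect; 0% = DMSO-treated cells and -100% = media-only wells without cells; nearly all actives have a fitted effect of over 55% in size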
#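 750 cells/well, RPMI + 5% FBS; 2 h settle, compound pin-transfer, 48 h at 37 degrees C. CellTiter-Glo 10 min RT, luminescence. Normalized to DMSO and media-only wells.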
# DRD3 antagonist = qHTS of D3 Dopamine Receptor Antagonist: qHTS | D(3) dopamine receptor (Homo sapiens), P35462 | hit rate 2.5% among 360,000 | D3R cells, DiscoveRx beta-arrestin luminescence, antagonist mode; stronger effect = lower value | max response, negative = inhibition, %; in the data active means max response below about -50%; inconclusive means no clear call, values can overlap the other calls; further: on the % scale 0 is the no-effect control and ±100 the full control effect; mostly tested at two doses, the higher about 12 µM
#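 Cells expressing the human receptor were seeded at 1500 cells/well, incubated overnight at 37 degrees C in 5% CO2, then exposed to library compounds with dopamine controls for 90 minutes at 37 degrees C before luminescent detection.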
# Numbers without * were called inactive; ? = inconclusive; · = not tested or not shown; [ ] = remark or other dose. Unless noted, the call rests on the fitted dose curve; in most records, active means well fitted curve in the direction sought with a large enough effect; inconclusive means small, poorly fitted or top-dose-only effect, or another doubt; inactive means no such curve, though single readings can be large; an effect the other way counts as inactive or inconclusive.
SMILES,HT1080 IDH1KD tx,GLP1R ag,SW480 rerep,KB-3-1 tox,KB-V1 cytotox,D3 ag,IL-1B inflam inh,HT1080-NT tox,DRD3 antagonist
COC(=O)Cc1cc(=O)n2[nH]c(C)cc2n1,18%,-2%,3%,-3%,-10%,1,16,17%,-52*
COC(=O)N1C(=O)[C@@](c2ccccc2)(C2CCCC2)N1C(=O)OC,-14%,0%,?,-20%,?,-18,-106*,?,?
O=C(Cn1nc(-c2ccc(Cl)cc2)ccc1=O)NCCN1CCOCC1,-11%,5%,0%,0%,-9%,-8,-7,1%,-4
CCN(CC)CCNC(=O)c1cc(-c2cccnc2)nc2ccc(S(=O)(=O)N3CCC(C)CC3)cc12,-7%,1%,-4%,-3%,-11%,2,-99*,-13%,20
Cc1cc(C)n(C2CC(=O)N(c3cccc(Cl)c3)C2=O)n1 (centres undefined),22%,-1%,1%,-5%,1%,6,7,12%,10
CCN(CC)CCN1C(=O)C(=O)/C(=C(/O)c2ccc(C)cc2)C1c1cccnc1 (centres undefined),7%,-1%,6%,-2%,4%,3,20,8%,0
Nc1nnnn1/N=C/c1ccc(Br)cc1,7%,-11%,-43%[inhibitor],27%,17%,1,-9,9%,13
O=[N+]([O-])c1ccccc1CSc1ccccn1,21%,8%,-3%,?,?,6,-63*,8%,-5
O=[N+]([O-])c1ccc(-c2nc(-c3cccs3)c(-c3cccs3)[nH]2)cc1,-18%,-5%,?,?,?,-5,-81*,?,-13
CC(CCc1ccccc1)NC(=O)c1ccncc1 (centres undefined),14%,-15%,-7%,2%,20%,2,-2,10%,8
COc1cccc(CNC(=O)CCC2CCCN(Cc3cc(Cl)ccc3O)C2)c1 (centres undefined),6%,1%,-1%,11%,1%,-11,-2,3%,0
COCCn1nnnc1C(c1ccc(OC)c(OC)c1)N1CCN(c2nc3ccccc3s2)CC1 (centres undefined),-23%,15%,40%,-10%,-8%,-2,-2,-22%,-13

# In another format: entries from further up.
molecule | HT1080 IDH1KD tx | GLP1R ag | SW480 rerep | KB-3-1 tox | KB-V1 cytotox | D3 ag | IL-1B inflam inh | HT1080-NT tox | DRD3 antagonist
O=[N+]([O-])c1ccc(-c2nc(-c3cccs3)c(-c3cccs3)[nH]2)cc1 | -18% | -5% | ? | ? | ? | -5 | -81* | ? | -13
COC(=O)Cc1cc(=O)n2[nH]c(C)cc2n1 | 18% | -2% | 3% | -3% | -10% | 1 | 16 | 17% | -52*

# Next part
SMILES,HT1080 IDH1KD tx,GLP1R ag,SW480 rerep,KB-3-1 tox,KB-V1 cytotox,D3 ag,IL-1B inflam inh,HT1080-NT tox,DRD3 antagonist
COc1cc(C=CC(=O)c2cc(OC)c(OC)c(OC)c2)cc(OC)c1OC,23µM*,-4%,?,6.5µM*,?,6,0,?,1
O=C(NC1=NCCS1)c1ccccc1,5%,7%,-7%,-12%,11%,11,7,-2%,-8
CCC(=O)Nc1c(C#N)c2nc3ccccc3nc2n1-c1ccc(C)cc1,-1%,10%,?,-13%,?,6,34,2%,4
CCCCn1c(N)c(N(CCC(C)C)C(=O)COC(=O)c2cccnc2OCC)c(=O)[nH]c1=O,-4%,2%,-5%,10%,?,0,-17,-5%,-6
O=C1c2sc3nc4n(c(=O)c3c2CCC1Br)CCCCC4 (centres undefined),-5%,0%,?,-18%,-16%,2,-93*,7%,0
CCOC(=O)Cc1cc(=O)[nH]c(/N=C(\N)Nc2ccc(C)c(C)c2)n1,0%,12%,-2%,-7%,?,1,0,-6%,-6
COc1ccc(OCCSc2ncc(CO)n2C)cc1,3%,9%,2%,2%,4%,3,14,1%,19
CC1(C(=O)NS(=O)(=O)c2ccc3ccccc3c2)CCN1C(=O)Cc1ccc(-c2ccccc2)cc1 (centres undefined),-3%,-4%,·,0%,-2%,-10,2,-3%,8
COc1ccc(Cl)cc1-n1c(C)ccc1C,-23%,9%,?,?,-17%,-7,-26,-12%,6
CC(C)Oc1cccc(-c2cc(C(=O)N3CCN(S(C)(=O)=O)CC3)c3ccccc3n2)c1,1%,15%,20%,-4%,-6%,3,11,-6%,29
Cc1cccc(C2=NN(c3ccccc3)[C@@H](C(=O)N3CCOC3=O)[C@@H]2c2ccc(F)cc2)c1,-18%,1%,?,0%,-9%,-8,-8,-9%,-3
CCOC(=O)N1CCN(C(=O)CN(c2ccc(OC)cc2)S(C)(=O)=O)CC1,17%,-8%,-16%,0%,?,7,-14,12%,-9
COc1cccc(OC)c1C(=O)Nc1nnc(C(C)C)s1,0%,-1%,-4%,-3%,-15%,5,12,11%,16
O=C(CC1Sc2ncnn2C1=O)Nc1ccccc1 (centres undefined),-1%,-10%,?,1%,-16%,-5,-6,14%,-10
Cc1nc(CNC(=O)c2cc(COc3ccc(F)cc3Cl)on2)cs1,-13%,-4%,-21%[1.84 µM],13%,5%,-5,?,-11%,10
COc1cccc(-c2cc(C(=O)NCc3cccs3)no2)c1,15%,14%,?,16%,12%,-7,18,?,4
C=CCC1c2cccc(C(=O)OC)c2C(=O)N1c1ccccc1 (centres undefined),0%,1%,1%,-2%,0%,-4,4,1%,-15
CCc1ccc2c(CN(CC)Cc3nc4ccccc4c(=O)[nH]3)cc(=O)oc2c1,-9%,3%,-2%,-2%,8%,-4,3,-17%,2
CC(=O)c1c(C)[nH]c(C(=O)COC(=O)c2cccc(S(=O)(=O)N(C)c3ccccc3)c2)c1C,0%,-3%,8%,-23%,12µM*,22,-12,-3%,47
C[C@@H]1CN([C@@H](C)CO)C(=O)c2cc(NS(=O)(=O)c3cccs3)ccc2O[C@H]1CN(C)Cc1ccc(C(F)(F)F)cc1,-6%,-2%,2%,?,0%,-6,-63*,-10%,-13
CCOC(=O)C1=C(N)OC2=C(C(=O)CC(C)(C)C2)C1c1ccc(CC)s1 (centres undefined),26%,?,-1%,6%,?,9,2,16%,9
COC(=O)[C@H](CCSC)NC(=O)Cn1ccc(NC(=O)OCc2ccccc2)nc1=O,-5%,9%,-6%,7%,?,-2,33,4%,2
COC(=O)c1cccc(NC(=S)NC(C)C)c1,11%,2%,-6%,6%,-10%,6,0,9%,-17
Nc1cc(Nc2ccccc2)c2nonc2c1[N+](=O)[O-],-25%,12%,104%,-9%,4%,18,9,-23%,0
CCNC(=S)N(CCc1c(C)[nH]c2ccc(Cl)cc12)Cc1cccnc1,-11%,8%,2%,2%,-2%,5,-87*,-19%,18
Cc1ccc(/C=C/C(=O)Nc2cccc3cccnc23)o1,2%,5%,·,14%,?,-6,0,0%,16
Cc1ccc(N2C(=O)c3ccccc3C2=O)cc1C,8%,12%,-3%,8%,?,-6,6,5%,-24
COc1cc(F)c(C(=O)NC(C)(C)CO)cc1OC,·,10%,-14%,10%,11%,·,·,·,·
CC(C)n1c(N2CCN(C(=O)NCc3ccccc3)CC2)nc2ccccc21,13%,-2%,-8%,?,-19%,-3,-25,12%,-17
C=C(C)CNC(=O)c1ccc(OC2CCN(S(=O)(=O)N(C)C)CC2)cc1,8%,0%,-5%,10%,?,6,28,0%,7
CSc1ncccc1C(=O)Nc1ccc2c(c1)OCO2,-1%,1%,-3%,24%,-21%,-6,24,8%,-13
COc1ccc(S(=O)(=O)NCC2CCCN(C(=O)c3cccnc3C)C2)cc1 (centres undefined),-4%,-3%,15%,0%,-14%,5,-15,-4%,-23
Cc1cc(C)cc(N2C(=O)CS(=O)(=O)C23C(=O)N(Cc2ccc(F)cc2)c2ccc(C)cc23)c1 (centres undefined),·,7%,·,0%,?,-8,·,·,·
O=C1COc2ccc3ccccc3c21,2%,9%,-2%,15%,12%,7,52,-1%,0
Cc1ccc(NC(=O)C2(c3ccccc3)CCOCC2)cc1,-1%,4%,-7%,7%,-1%,-1,21,-4%,-13
C=CCn1c(C)nnc1SCC(=O)NC1CCCCC1,2%,1%,8%,0%,-13%,-10,6,?,-6
COc1ccc(CCNC(=O)COc2ccc(S(=O)(=O)NC3CCCCC3)cc2Cl)cc1OC,-19%,?,15%,?,10µM*,-3,26,-16%,-7
O=C(c1ccco1)N1CCN(S(=O)(=O)c2ccc(S(=O)(=O)NC3CCCC3)cc2)CC1,-4%,-2%,?,-2%,-16%,7,3,2%,11
CCOc1cc(C2C(C#N)=C(N)Oc3n[nH]c(-c4ccccc4)c32)ccc1O (centres undefined),-1%,-6%,1%,7%,3%,-3,?,-1%,?
CC(C)=Cc1oc2ccc([N+](=O)[O-])cc2c1N1CCOCC1,6%,-2%,-18%,12%,0%,-3,12,9%,13
CN(C(=O)COC(=O)c1ccc([N+](=O)[O-])cc1Cl)C1CCCCC1,-2%,5%,-25%,24%,11%,4,3,12%,2
CC(=O)N(C)c1nc(N)n(-c2ccccc2)n1,4%,-3%,?,-2%,-2%,3,8,8%,9
O=C(OCc1c(-c2ccccc2)ncc2ccccc12)c1ccccc1C(F)(F)F,?,0%,?,8%,-8%,-18,-2,?,0
Cc1cccn2c(CNCC(C)Oc3cccnc3)c(C(=O)N3CCOCC3)nc12 (centres undefined),8%,3%,-3%,?,-4%,12,-3,3%,-2
COC(=O)c1c(NC(=O)CN(c2ccc(C)c(C)c2)S(C)(=O)=O)sc2c1CCCC2,8%,2%,2%,4%,14%,-6,5,10%,19
O=S(=O)(c1cc(F)ccc1F)N1CCC2(CC1)OCCN2S(=O)(=O)c1ccccc1,-5%,25%,?,1%,-1%,-9,-17,-13%,-16

# Screens as filed in PubChem BioAssay.

# Outcome played no part in choosing rows; 12% or so of the library scored in one or more.
